HEK293 tox – HEK 293 cell cytotoxicity; Potency, µM (series often up to 115 µM), for inactives: at the highest dose activity change, negative = cytotoxicity, most hits filed as inhibitors; AID 1345083; HEK 293 viability, ATP luminescence (CellTiter-Glo), 48-72 h; 94,000 compounds, 6.6% hits; note: potency is the fitted concentration of half-maximal effect; nearly all actives have a fitted effect of over 60% in size
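HEK 293 cells at 250 cells/well were exposed to compounds by pintool transfer for 48 or 72 hr at 37 degree Celsius, 5% CO2. Viability was read as ATP-coupled luminescence with CellTiter-Glo after 10 min at room temperature.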
NIH3T3 tox – cytotoxic compounds in NIH 3T3 cells. 94,000 compounds, 4.3% hits. Potency, µM (top dose mostly 96.7 µM), for the others: top-dose activity change, negative = cytotoxicity, actives largely listed as inhibitors. NIH 3T3 viability, CellTiter-Glo ATP luminescence, 48-72 h; note: potency is the fitted concentration of half-maximal effect; nearly all actives have a fitted effect of over 55% in size
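Viability of NIH 3T3 cells after 48 or 72 hr compound treatment at 37 °C was assessed by CellTiter-Glo, with luminescence imaged following a 10 min room-temperature step.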
IP6K1 inh – blocks human inositol hexakisphosphate kinase 1; IP6K1 kinase, ADP-Glo luminescence, 2 h; hits give low values; activity change, % (series mostly up to about 58 µM); 140,000 compounds, 0.81% hits; AID 1645851; in the data active = activity change below about -25%
Target sequence (Q92551 whole entry, looked up): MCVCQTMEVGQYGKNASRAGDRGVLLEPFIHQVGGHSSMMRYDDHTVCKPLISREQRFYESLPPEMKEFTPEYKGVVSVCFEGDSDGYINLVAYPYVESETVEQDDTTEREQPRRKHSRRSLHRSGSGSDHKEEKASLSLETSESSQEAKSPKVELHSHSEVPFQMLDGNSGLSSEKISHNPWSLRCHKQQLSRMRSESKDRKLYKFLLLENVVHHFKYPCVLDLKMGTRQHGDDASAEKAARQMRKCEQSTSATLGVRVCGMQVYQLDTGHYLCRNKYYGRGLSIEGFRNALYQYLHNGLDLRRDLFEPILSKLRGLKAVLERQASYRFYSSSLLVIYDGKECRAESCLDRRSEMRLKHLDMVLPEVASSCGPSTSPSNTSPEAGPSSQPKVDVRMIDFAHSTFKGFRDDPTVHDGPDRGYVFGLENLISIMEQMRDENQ
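ADP-Glo luminescence measures ADP made by human IP6K1 during a 2 h RT reaction with ATP/IP6 (mix at 1.3 mM/130 uM); top library doses 57.5 and 19.1 uM final.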
Luciferase inh – blocks purified firefly luciferase enzyme activity | P08659 | purified P. pyralis luciferase, luminescence, biochemical | Potency, µM (highest dose often 115 µM), for inactives: top-dose activity change, negative = inhibition, usual class: inhibitors | 76,000 compounds, 2.5% hits | AID 1347043; note: potency is the fitted concentration of half-maximal effect; nearly all actives have a fitted effect of over 65% in size
Target sequence (P08659 whole entry, looked up): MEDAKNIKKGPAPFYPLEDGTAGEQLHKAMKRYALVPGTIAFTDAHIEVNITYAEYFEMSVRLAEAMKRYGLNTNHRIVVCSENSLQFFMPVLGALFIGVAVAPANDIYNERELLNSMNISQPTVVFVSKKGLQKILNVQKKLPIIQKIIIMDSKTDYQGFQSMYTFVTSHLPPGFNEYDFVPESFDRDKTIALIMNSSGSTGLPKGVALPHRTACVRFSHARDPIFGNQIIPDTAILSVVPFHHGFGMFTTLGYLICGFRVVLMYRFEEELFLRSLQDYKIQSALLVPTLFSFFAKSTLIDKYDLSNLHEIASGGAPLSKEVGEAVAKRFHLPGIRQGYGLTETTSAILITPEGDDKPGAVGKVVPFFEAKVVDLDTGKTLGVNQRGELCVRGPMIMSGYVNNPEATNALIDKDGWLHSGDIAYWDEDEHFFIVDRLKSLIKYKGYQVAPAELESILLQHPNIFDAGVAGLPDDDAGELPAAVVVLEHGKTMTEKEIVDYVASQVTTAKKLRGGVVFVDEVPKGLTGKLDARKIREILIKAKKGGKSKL
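Luminescence read by CCD imaging after purified firefly luciferase (10nM final) was added to substrate buffer holding 10uM D-luciferin and 10uM ATP, pH 7.5, pre-dosed with compound.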
SNCA viab count – counter-screen for SNCA expression inhibitors: cell viability. HEK-293-SNCA-luc viability, GF-AFC fluorescence, 24 h. Potency, µM (titrated, usually from 57.1 µM), without a hit: at the top dose activity change, negative = cytotoxicity, hits mostly cytotoxic. 150,000 compounds, 0.12% hits. AID 1671193;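 note: potency is the fitted concentration of half-maximal effect; 0% = DMSO-treated cells and -100% = medium-only wells without cells; nearly all actives have a fitted effect of over 30% in size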
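Cytotoxicity counterscreen: after 24 h compound treatment of genome-edited SNCA-luciferase HEK-293 cells, live-cell protease substrate GF-AFC read by fluorescence after 30 min; activity scaled between DMSO (0%) and medium-only (-100%), curves Hill-fitted.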
GPT2 inhibitor – inhibitors of human GPT2 alanine aminotransferase. AID 1671188. Q8TD30. 100,000 compounds, 0.25% hits. Potency, µM (doses to about 57.7 µM), without a hit: at the highest dose activity change, negative = inhibition, most hits filed as inhibitors. Recombinant GPT2, coupled pyruvate oxidase/HRP Amplex Red fluorescence; note: potency is the fitted concentration of half-maximal effect; nearly all actives have a fitted effect of over 60% in size; many of its hits are not listed in these tables
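Inhibition is scored from Amplex Red fluorescence generated when pyruvate oxidase and HRP act on pyruvate released by GPT2. Reactions contain 10ng/uL enzyme, 250uM a-KG and 2mM L-alanine and run 30 min at room temperature.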
SNCA expr inh – SNCA gene expression inhibition; AID 1671194; Potency, µM (doses to about 57.2 µM), inactives show at the top dose activity change, negative = inhibition, usual class: inhibitors; HEK-293 SNCA-luciferase knock-in, luminescence, 24 h; 140,000 compounds, 0.17% hits;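 note: potency is the fitted concentration of half-maximal effect; plate controls were DMSO cells for no effect and cell-free wells for full effect; nearly all actives have a fitted effect of over 45% in size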
Numbers without * were called inactive; [ ] = remark or other dose. Unless noted, calls come from the whole dose curve; as a rule, active = well fitted curve in the direction sought with a large enough effect; inconclusive = small, poorly fitted or top-dose-only effect, or another doubt; inactive = no such curve, though single readings can be large; an effect the other way counts as inactive or inconclusive. Unless noted, % is set by controls: 0 for no effect and ±100 for the full control effect.

`CCOC(=O)C1(Cc2cccc(Cl)c2)CCCNC1` (stereo not given) gave HEK293 tox -17%, NIH3T3 tox inconclusive, IP6K1 inh 18, Luciferase inh 1%, SNCA viab count -3%, GPT2 inhibitor -4%[11.5 µM] and SNCA expr inh 6%.
Screening C[C@]1(CO)[C@H]2Cc3sc(NC(=O)C4CCCCC4)nc3[C@@H](CC(=O)NCc3cccs3)[C@]2(C)CC[C@H]1O returned HEK293 tox inconclusive, NIH3T3 tox inconclusive, IP6K1 inh 0, Luciferase inh -1%, SNCA viab count -14%, GPT2 inhibitor -10% and SNCA expr inh -26%.
Clc1ccc(N2CCN(Cc3c[nH]c4ncccc34)CC2)cc1 was read as SNCA viab count 0%, GPT2 inhibitor 3% and SNCA expr inh -16%.
Cc1nc([N+](=O)[O-])cn1-c1ccc([N+](=O)[O-])cc1 was read as IP6K1 inh 19, SNCA viab count -3%[23.9 µM], GPT2 inhibitor inactive and SNCA expr inh 40%[25.6 µM].
For CN1C(=O)CCC2(CNC(=O)c3n[nH]c4ccccc34)CCC=C12 (stereo not given) the results were HEK293 tox -17%, NIH3T3 tox -13%, IP6K1 inh -5, Luciferase inh -6%, SNCA viab count -3%, GPT2 inhibitor 2% and SNCA expr inh 28%.
`O=C(C1CC1)N1CCN(c2nc3c(F)cc(F)cc3s2)CC1` gave IP6K1 inh 25, SNCA viab count 12% and SNCA expr inh 187%[activator].
For COC(=O)c1ccc2c(=O)n(CCc3ccc(S(N)(=O)=O)cc3)c(SCC(=O)C(C)(C)C)nc2c1 the results were IP6K1 inh 17, SNCA viab count inconclusive and SNCA expr inh -10%.
`COc1cc(=O)n2c(c1C(=O)Nc1ccc(C(F)(F)F)cc1)CCCC2` gave HEK293 tox -29%, NIH3T3 tox inconclusive, IP6K1 inh -4, Luciferase inh -4%, SNCA viab count 2%, GPT2 inhibitor -21% and SNCA expr inh -4%.
`C=C1C(O)CC2C(C(=O)O)=COC(OC3OC(CO)C(O)C(O)C3OC(=O)/C=C\c3ccc(O)cc3)C12` (stereo not given) gave IP6K1 inh 4, SNCA viab count -11%[23.9 µM] and GPT2 inhibitor 1%[27.3 µM].
Screening O=C(C1CCCNC1)N1CCCn2cc(-c3ccccc3F)nc21 (stereo not given) returned HEK293 tox inconclusive, NIH3T3 tox -5%, IP6K1 inh 0, Luciferase inh -5%, SNCA viab count -4%, GPT2 inhibitor inconclusive and SNCA expr inh 27%.
`Cc1cnc(C2CCOCC2)n1C1CCCN(S(=O)(=O)c2cn(C)cn2)C1` (stereo not given) gave HEK293 tox -22%, NIH3T3 tox -14%, IP6K1 inh 16, Luciferase inh 0%, SNCA viab count 4%, GPT2 inhibitor -8% and SNCA expr inh 4%.
`COc1cc(CN2CCC3(CC2)Cc2ccccc2CNC3=O)cc(OC)c1` gave HEK293 tox -27%, NIH3T3 tox -8%, IP6K1 inh 3, SNCA viab count -3%, GPT2 inhibitor -15% and SNCA expr inh 21%.
CCCCOC(=O)c1ccc(NC(=O)c2cc3c(=O)n4cccc(C)c4nc3n2C)cc1 was read as IP6K1 inh 15, SNCA viab count inconclusive and SNCA expr inh 9%.
`CCC(C)Nc1ccc2nncn2n1` (stereo not given) gave HEK293 tox -2%, NIH3T3 tox -6%, IP6K1 inh 1, Luciferase inh -10%, SNCA viab count 10%, GPT2 inhibitor inactive and SNCA expr inh 11%.
Screening O=C1Nc2ccccc2CC12CCN2[S+](=O)([O-])c1cccs1 (stereo not given) returned HEK293 tox -12%[172 µM], NIH3T3 tox -17%[138 µM], IP6K1 inh 1, Luciferase inh 1%[172 µM], SNCA viab count 4%[87.6 µM], GPT2 inhibitor inactive and SNCA expr inh -14%[87.6 µM].
For CCc1nn2c(=O)c(S(=O)(=O)Nc3cccc(F)c3)c(C)nc2s1 the results were IP6K1 inh 20, SNCA viab count 19% and SNCA expr inh 8%.
CCC1=C(C(=O)OC)C(c2ccccc2)N2C(CC(=O)NCCc3cccs3)=CSC2=N1 (stereo not given) was read as HEK293 tox inconclusive, NIH3T3 tox inconclusive, IP6K1 inh -9, Luciferase inh -17%, SNCA viab count 6%, GPT2 inhibitor inactive and SNCA expr inh 9%.
For Cc1ccc(-n2cccc2CC(=O)N2CCOCC2)cc1 the results were HEK293 tox -3%, NIH3T3 tox 2%, IP6K1 inh 10, Luciferase inh -3%, SNCA viab count -4%, GPT2 inhibitor inactive and SNCA expr inh -12%.
O=S(=O)(c1ccc(Cl)cc1)N1CCOC[C@H](Oc2ccc(C(F)(F)F)cc2)C1 was read as HEK293 tox inconclusive, NIH3T3 tox inconclusive, IP6K1 inh 17, Luciferase inh 5%, SNCA viab count 0%, GPT2 inhibitor 1% and SNCA expr inh 1%.
`CN(Cc1ccc(C(C)(C)C)cc1)Cc1cccc2ccccc12` gave IP6K1 inh 6, SNCA viab count 28%[23.9 µM], GPT2 inhibitor inactive and SNCA expr inh 35%[25.6 µM].
`C[C@@H]1C(=O)OC[C@H]2C(C(=O)O)=C[C@@H]3CC(C)(C)C[C@]312` gave IP6K1 inh 8, SNCA viab count -15% and GPT2 inhibitor -36%.
For Cc1cccc(-c2noc([C@@H]3Cc4nc[nH]c4CN3C(=O)c3ccc(F)cc3)n2)c1 the results were HEK293 tox inconclusive, NIH3T3 tox inconclusive, IP6K1 inh -14, Luciferase inh 4%[172 µM], SNCA viab count -8%[87.6 µM], GPT2 inhibitor inactive and SNCA expr inh inconclusive.
Screening OC1(CN2CCN(Cc3cccc(Cl)c3)CC2)CCCNC1 (stereo not given) returned HEK293 tox -17%, NIH3T3 tox -30%, IP6K1 inh 2, Luciferase inh 9%, SNCA viab count -3%, GPT2 inhibitor inactive and SNCA expr inh 7%.
Screening CC(C)OCCCNC(=O)Cn1c(-c2cccs2)cc2cc(F)ccc21 returned IP6K1 inh -1, SNCA viab count -1% and SNCA expr inh -15%.

A stretch taken from the entries so far, for reference:
CCCCOC(=O)c1ccc(NC(=O)c2cc3c(=O)n4cccc(C)c4nc3n2C)cc1 was read as IP6K1 inh 15, SNCA viab count inconclusive and SNCA expr inh 9%.
`CCC(C)Nc1ccc2nncn2n1` (stereo not given) gave HEK293 tox -2%, NIH3T3 tox -6%, IP6K1 inh 1, Luciferase inh -10%, SNCA viab count 10%, GPT2 inhibitor inactive and SNCA expr inh 11%.
Screening O=C1Nc2ccccc2CC12CCN2[S+](=O)([O-])c1cccs1 (stereo not given) returned HEK293 tox -12%[172 µM], NIH3T3 tox -17%[138 µM], IP6K1 inh 1, Luciferase inh 1%[172 µM], SNCA viab count 4%[87.6 µM], GPT2 inhibitor inactive and SNCA expr inh -14%[87.6 µM].

Later entries:
Screening CCOc1ccccc1NC(=O)Cn1c(=O)n(-c2cccc(C)c2)c(=O)c2c1c1cc(OC)ccc1n2C returned IP6K1 inh -18, SNCA viab count -8% and SNCA expr inh -10%.
COc1cc2c(cc1OC)[C@@H]1CC(=O)[C@@H](CC(C)C)CN1CC2 was read as IP6K1 inh -8, SNCA viab count -13%[23.9 µM], GPT2 inhibitor inactive and SNCA expr inh -3%[25.6 µM].
COc1ccc(CN(C(=O)c2ccc(OCC(C)C)cc2)C2CCS(=O)(=O)C2)cc1 (stereo not given) was read as IP6K1 inh 2, SNCA viab count -4% and SNCA expr inh 16%.
`CC1=NS(=O)(=O)N(C)C=C1C(=O)OCc1nc(-c2ccc(Br)cc2)no1` gave HEK293 tox inconclusive, NIH3T3 tox inconclusive, IP6K1 inh 0, Luciferase inh -18%, SNCA viab count inconclusive, GPT2 inhibitor inconclusive and SNCA expr inh 28%.
Screening O=C1CC[C@@H](C(=O)N2CSC[C@H]2C(=O)O)N1 returned IP6K1 inh 0, SNCA viab count 0% and GPT2 inhibitor inactive.
`NC(=O)COc1ccccc1OC[C@@H]1CCCN2CCCC[C@H]12` gave HEK293 tox -9%, NIH3T3 tox -4%, IP6K1 inh 15, Luciferase inh 12%, SNCA viab count 3%, GPT2 inhibitor inactive and SNCA expr inh 44%[activator].
For Cc1ccc(NC(=O)N2CCC(CCNC(=O)CCCc3ccccc3)CC2)cc1F the results were HEK293 tox -6%, NIH3T3 tox inactive, IP6K1 inh -6, Luciferase inh inconclusive, SNCA viab count 13%, GPT2 inhibitor inactive and SNCA expr inh 70%[activator].
Screening CCOc1ccc(S(=O)(=O)N(CC(=O)NCCc2ccc(OC)c(OC)c2)c2ccccc2)cc1 returned IP6K1 inh 9, SNCA viab count 1% and SNCA expr inh 8%.
For CCN(Cc1ccccc1)C(=O)c1cc(COc2ccccc2)[nH]n1 the results were HEK293 tox inconclusive, NIH3T3 tox inconclusive, IP6K1 inh 5, Luciferase inh -9%, SNCA viab count -9%, GPT2 inhibitor -13% and SNCA expr inh 36%[activator].
For O=C(CC1C(=O)NCCN1CC(c1ccccc1)c1ccccc1)NCc1ccco1 (stereo not given) the results were HEK293 tox -34%, NIH3T3 tox -10%, IP6K1 inh -11, Luciferase inh 5%, SNCA viab count 4%, GPT2 inhibitor 3% and SNCA expr inh -6%.
COc1cccc(-c2nnc3sc(CN4CCCCC4)cn23)c1 was read as IP6K1 inh -10, SNCA viab count inconclusive and SNCA expr inh 6%.
COc1ccc(F)cc1-c1ccc(CN2CCCCC2C(=O)NCc2ccc3c(c2)OCO3)cc1 (stereo not given) was read as HEK293 tox inconclusive, NIH3T3 tox inconclusive and IP6K1 inh -15.
Cc1nn(-c2ccccc2)c(OC(=O)c2ccc(Br)cc2)c1S(=O)(=O)c1ccccc1 was read as IP6K1 inh -32*, SNCA viab count 7% and SNCA expr inh -23%.
Cc1oc2ncnc(N3CCCCC3)c2c1C(=O)NCC1CCN(Cc2ccccc2F)CC1 was read as IP6K1 inh 17, SNCA viab count -7% and SNCA expr inh -15%.
For O=C1CCCCC(C(=O)NCc2cc(F)ccc2F)N1 (stereo not given) the results were HEK293 tox 7%, NIH3T3 tox inactive, IP6K1 inh 1, Luciferase inh 4%, SNCA viab count 7%, GPT2 inhibitor inactive and SNCA expr inh 3%.
For CC(C)Cc1nn2c(=O)cc(COC(=O)c3cccc(NC(=O)c4cccs4)c3)nc2s1 the results were IP6K1 inh 0, SNCA viab count 11% and SNCA expr inh 13%.
Screening CCc1cccc(-n2nnnc2N2CCN(C(=O)CCc3ccccc3)CC2)c1 returned HEK293 tox -24%, NIH3T3 tox -19%, IP6K1 inh -2, SNCA viab count -1%, GPT2 inhibitor 0% and SNCA expr inh inconclusive.
Screening COc1ccc(CCc2nc3nccc(-c4ccc(OC)c(OC)c4)n3n2)cc1OC returned HEK293 tox inconclusive, NIH3T3 tox inconclusive, IP6K1 inh -5, Luciferase inh -25%, SNCA viab count -1%, GPT2 inhibitor 2% and SNCA expr inh 101%[activator].
Screening COc1cccc(CN2CCCCCCN(C)C(=O)[C@@H]3CCC[C@@H]32)n1 returned HEK293 tox inconclusive, NIH3T3 tox inconclusive, IP6K1 inh -5, Luciferase inh 2%, SNCA viab count 2%, GPT2 inhibitor inactive and SNCA expr inh -7%.

Screening results deposited in PubChem BioAssay by National Center for Advancing Translational Sciences (NCATS).

Only part of the results is shown (hit frequency here may not be typical).
